# PrPC TRFRET: inhibitors of human cell surface prion protein PrPC. AID 720596. TR-FRET read-out. inhibition, % at 13.8 µM. 370,000 compounds, 0.43% hits; in the data active = inhibition above about 24%; also: 0% = median of the test wells and 100% = reference compound wells
# Anthrax LF inh2: blocks Bacillus anthracis lethal factor protease; P15917; inhibition, % at 10 µM; AID 588501; multiplex microsphere protease cleavage assay, LF; 360,000 compounds, 0.12% hits; also: plate controls were buffer without enzyme for full effect and enzyme alone for no effect
# Target sequence (P15917 whole entry, looked up): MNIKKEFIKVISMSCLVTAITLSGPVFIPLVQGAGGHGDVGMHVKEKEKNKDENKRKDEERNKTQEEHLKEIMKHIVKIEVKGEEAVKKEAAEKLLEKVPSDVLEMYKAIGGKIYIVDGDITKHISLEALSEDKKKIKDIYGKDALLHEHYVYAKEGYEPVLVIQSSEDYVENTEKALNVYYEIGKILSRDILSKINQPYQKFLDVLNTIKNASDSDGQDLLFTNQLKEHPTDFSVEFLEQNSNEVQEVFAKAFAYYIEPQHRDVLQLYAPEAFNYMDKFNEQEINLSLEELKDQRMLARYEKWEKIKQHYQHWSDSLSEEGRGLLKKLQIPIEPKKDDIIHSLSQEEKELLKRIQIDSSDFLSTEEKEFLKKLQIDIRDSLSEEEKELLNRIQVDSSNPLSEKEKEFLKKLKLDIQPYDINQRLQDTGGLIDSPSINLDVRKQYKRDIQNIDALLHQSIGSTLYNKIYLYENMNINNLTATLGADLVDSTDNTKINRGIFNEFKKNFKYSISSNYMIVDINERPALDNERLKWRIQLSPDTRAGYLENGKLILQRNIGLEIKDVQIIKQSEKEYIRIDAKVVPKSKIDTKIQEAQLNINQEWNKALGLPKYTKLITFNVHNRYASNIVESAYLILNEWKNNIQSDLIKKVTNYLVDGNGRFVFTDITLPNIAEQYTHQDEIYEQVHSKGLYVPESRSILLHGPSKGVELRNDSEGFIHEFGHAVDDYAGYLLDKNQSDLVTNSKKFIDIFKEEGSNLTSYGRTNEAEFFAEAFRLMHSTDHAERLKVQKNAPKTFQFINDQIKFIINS
# Rv3671c inh: Rv3671c (M. tuberculosis) protease inhibition. inhibition, % at 5.96 µM. AID 2606. 320,000 compounds, 0.048% hits; in the data active = inhibition above about 38%;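 also: extracellular domain of Rv3671c used as enzyme; 0% = enzyme with DMSO and 100% = no enzyme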
# BoNT F protease: inhibitors of Botulinum neurotoxin F light chain protease; Multiplex microsphere protease cleavage assay, flow cytometry; inhibition, % at 10 µM; 360,000 compounds, 0.22% hits; in the data active = inhibition above about 35%, passing the limit was not always enough; inconclusive = no clear call, values can overlap the other calls; also: plate controls were buffer without enzyme for full effect and enzyme alone for no effect
# MazF activator: MazEF (E. coli) toxin RNase activation. P0AE70. FAM/BHQ RNA-DNA oligo cleavage fluorescence, 5 h. activation, % at 20 µM. 350,000 compounds, 0.32% hits; in the data active = activation above about 50%
# Target sequence (P0AE70 whole entry, looked up): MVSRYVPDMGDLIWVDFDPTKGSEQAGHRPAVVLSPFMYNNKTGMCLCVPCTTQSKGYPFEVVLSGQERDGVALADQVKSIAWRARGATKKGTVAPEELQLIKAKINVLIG
# BoNT A protease: inhibitors of Botulinum neurotoxin A light chain protease | AID 588499 | multiplex microsphere protease substrate cleavage, flow cytometry | inhibition, % at 10 µM | 360,000 compounds, 0.17% hits; also: plate controls were buffer without enzyme for full effect and enzyme alone for no effect
# VHR inh abs: blocks human VHR1 dual specificity phosphatase | 290,000 compounds, 0.52% hits | recombinant VHR phosphatase, pNPP absorbance | P51452 | inhibition, % at 13.3 µM; in the data active = inhibition above about 50%; also: some compounds called inactive have numbers as strong as hits
# 3CLpro inhibitor: SARS-CoV 3CLpro protease inhibition. 290,000 compounds, 0.14% hits. AID 1706. recombinant SARS-CoV 3CLpro, quenched FRET peptide cleavage. P0C6X7. inhibition, % at 6 µM; in the data active = inhibition above about 12%
# PriA SSB inh: blocks PriA binding to SSB C-terminal tail | AlphaScreen SSBct-PriA binding, biotinylated peptide | inhibition, % at 33 µM | 430,000 compounds, 0.6% hits; in the data active = inhibition mostly above about 37%, no sharp cut-off; inactive = mostly below about 20%;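 also: plate controls were negative control peptide for no effect and reference peptide for full effect; strong numbers were not always called active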
# CCHF vOTU inh: blocks the CCHF virus ovarian tumor domain protease; CCHFV vOTU protease, Pep-AMC fluorescence; inhibition, % at 11.5 µM; 370,000 compounds, 0.55% hits; AID 651958; in the data active = inhibition above about 30%; also: 0% = vehicle wells with enzyme and 100% = no enzyme wells
# * = called active by the depositor; ? = inconclusive; . = no result given; & = joins results of further samples. Rule as the data show it, unless noted: active = inhibition above about 30%; inconclusive = no clear call, values can overlap the other calls; inactive = below that. A portion of the library (hit frequency here may not be typical).
no.	mol	3CLpro inhibitor	Anthrax LF inh2	VHR inh abs	BoNT F protease	PriA SSB inh	PrPC TRFRET	BoNT A protease	MazF activator	CCHF vOTU inh	Rv3671c inh
1	CCc1ccc(C(=O)N/N=C(\C)c2ccncc2)s1	-4	-1	6	3	.	1	2.9	-4	2	3
2	CC(C)Oc1ccc(NC(=O)c2ccncc2)cc1	1	-6	-22	-10	0	8	-0.4	3	2	-4
3	COC(=O)c1ccc(C(=O)NC2CCCc3c2cnn3-c2ccccc2F)nc1 (configuration not stated)	0	-1	-4	-3	-13	13	-1.0	-2	6	-1
4	Cc1ccc(NC(=S)NNC(=O)C2CC2c2ccc(C)cc2)cc1 (configuration not stated)	-2	.	36	.	1	0	.	2	4	3
5	O=C1c2ccccc2C(=O)c2cc(N3CCCCC3)ccc21	.	16	.	30	-3	2	26	6	-9	.
6	Cc1nn(-c2ccccc2)c2nc(-c3ccco3)cc(C(=O)O)c12	1	9	20	5	5	-5	-0.6	-1	6	2
7	CN(C)c1ccc(-c2nc3ccccc3n2C)cc1	-2	-1	2	-8	-2	1	0.2	-17	-81	-2
8	CCCCNC(=O)c1ccc(NS(=O)(=O)c2ccccc2)cc1	4	0	-8	-14	3	-2	-0.1	-11	4	-3

# Entries by screen from the entries so far:
# Rv3671c inh, entries 1–8: 3, -4, -1, 3, ., 2, -2, -3

# The listing continues.
no.	mol	3CLpro inhibitor	Anthrax LF inh2	VHR inh abs	BoNT F protease	PriA SSB inh	PrPC TRFRET	BoNT A protease	MazF activator	CCHF vOTU inh	Rv3671c inh
9	COc1cc2c(cc1OC)CN(C(=S)Nc1ccc(OC(F)F)cc1)CC2	1	-1	-10	0	-9	-1	-0.5	10	-16	-1
10	COc1ccc(N2CCN(C(=O)c3ccc(C)c(NC(=O)C4=C(C)OCCS4)c3)CC2)cc1	0	-3	11	6	17	2	0.0	-3	-5	1
11	Cc1c(NC(=O)COC(=O)COc2ccc(Nc3ccccc3)cc2)c(=O)n(-c2ccccc2)n1C	2	0	11	-2	18	0	0.3	0	-9	9
12	CC(=O)c1ccc(OC2(C)CCN(Cc3ccc4c(c3)OCCO4)C2)cc1 (configuration not stated)	.	-2	.	-6	.	-8	0.4	.	-6	.
13	COc1cccc(NC(=O)C2CCCN2C(=O)Nc2cccc(F)c2)c1 (configuration not stated)	3	-3	4	-21	6	3	-0.6	6	0	-4
14	COc1ccc(Cn2c(O)c(C=NCCCn3ccnc3)c(=O)[nH]c2=O)cc1	2	-5	21	2	5	3	0.4	-13	7	-8
15	Cc1cc(C)nc(NC(=O)c2ccc(Cl)cc2Cl)n1	1	2	-18	-13	4	1	-1.1	0	-2	3
16	COc1cc(/C=C2\C(=O)NC(=O)N(c3ccccc3)C2=O)cc(OC)c1O	0	0	13	1	0	-4	0.1	-77	5	-12

# Remaining list, next part:
no.	mol	3CLpro inhibitor	Anthrax LF inh2	VHR inh abs	BoNT F protease	PriA SSB inh	PrPC TRFRET	BoNT A protease	MazF activator	CCHF vOTU inh	Rv3671c inh
17	COc1cc(/C=C/C(=O)OCC(=O)NCCC2=CCCCC2)ccc1O	1	1	4	-4	-1	-5	-0.4	-19	3	-19
18	COc1ccccc1N1CCN(c2cc(C)nc3nc(C)nn23)CC1	-1	-3	-20	-22	-6	-2	-2.0	6	-2	-3
19	O=C(Cc1cccs1)Nc1nnc(SCC(=O)NC2CCCCC2)s1	1	-2	46	-6	-4	3	-1.3	-12	-10	1
20	OC[C@@H]1CN(Cc2ccc(-c3ccccc3)cc2)C[C@H](n2cnc3c(NC4CCCC4)ncnc32)O1	.	-3	.	-5	.	9	-0.3	.	4	.
21	Cc1ccc(C(=O)Nc2ccc(N3CCN(C)CC3)cc2)c(Cl)c1	7	0	-8	-42	-12	1	-3.8	6	-12	3
22	COc1ccc(C(=O)OCC(=O)Nc2ccccc2)cc1[N+](=O)[O-]	4	-2	-2	2	-13	-5	-1.0	4	13	-5
23	S=c1nc2[nH]c3ccccc3c2n[nH]1	.	-6	.	-3	-6	-9	-0.1	6	9	.
24	Cc1cccc(OCc2nc(-c3ccccn3)n[nH]2)c1	-2	2	0	-8	90*	-2	-0.7	1	7	3

# The final 3 compounds of the section before open the next one:
no.	mol	3CLpro inhibitor	Anthrax LF inh2	VHR inh abs	BoNT F protease	PriA SSB inh	PrPC TRFRET	BoNT A protease	MazF activator	CCHF vOTU inh	Rv3671c inh
22	COc1ccc(C(=O)OCC(=O)Nc2ccccc2)cc1[N+](=O)[O-]	4	-2	-2	2	-13	-5	-1.0	4	13	-5
23	S=c1nc2[nH]c3ccccc3c2n[nH]1	.	-6	.	-3	-6	-9	-0.1	6	9	.
24	Cc1cccc(OCc2nc(-c3ccccn3)n[nH]2)c1	-2	2	0	-8	90*	-2	-0.7	1	7	3
25	CCCCCCn1c(SCC(=O)c2ccccc2)nc2c1c(=O)[nH]c(=O)n2C	-7	-11	24	6	-2	-4	-0.1	-12	4	-8
26	COc1ccc(S(=O)(=O)NCCCn2ccnc2)cc1C(C)(C)C	1	-1	2	29	4	-1	2.0	1	-3	1
27	CCC(=O)N1CCC2(CC1)Oc1ccc(Cl)cc1C(=O)C21CC(c2ccc(Cl)cc2)=NO1 (configuration not stated)	.	-3	34	5	12	4	-0.2	3	-3	-5
28	O=C(CCN1CC1)OCCOC(=O)CCN1CC1	.	0	.	-6	-2	-2	-0.5	12	4	.
29	CCSc1nnc(-c2cc(Br)ccc2NC(C)=O)c(=O)[nH]1	0	4	29	-4	-5	1	-0.7	9	15	6
30	Cc1nn2c(NCc3ccccn3)cc(C(C)C)nc2c1-c1ccccc1	2	3	9	-3	-10&-6	-12	-0.8	-4	1	13
31	CCCn1c(C)cc(/C=C(\C#N)C(=O)OCC(=O)N(C)c2c(N)n(Cc3ccccc3)c(=O)[nH]c2=O)c1C	.	0	.	0	3	-11	0.5	-3	5	4
32	Cc1cc2ncc(C(=O)Nc3ccccc3)c(C)n2n1	-4	-4	-23	0	-26	-2	0.0	-2	5	1

# (next part)
no.	mol	3CLpro inhibitor	Anthrax LF inh2	VHR inh abs	BoNT F protease	PriA SSB inh	PrPC TRFRET	BoNT A protease	MazF activator	CCHF vOTU inh	Rv3671c inh
33	COc1ccc(S(=O)(=O)N2CCCN(CC(=O)Nc3ccccc3F)CC2)cc1	8	5	20	9	-5	-8	-0.1	-5	11	1
34	CC1CCC(C(C)C)C(OC(=O)C2=C3c4ccccc4S(=O)(=O)N3CC2)C1 (configuration not stated)	-1	-1	13	-3	-12	-4	1.3	-3	8	8
35	Cc1nc2ccccc2cc1C(=O)O	-5	0	-2	6	2	-6	0.7	6	8	-2
36	COCCn1c(Cc2ccccc2)nnc1SCC(=O)N(C)C	4	1	21	2	-5	4	1.3	3	-7	-2
37	CCOC(=O)C(CCCOc1ccccc1C)C(=O)OCC	1	-1	11	-8	-62	-4	0.3	3	10	-1
38	COc1ccc(OC)c(C2=Nn3c(nnc3-c3ccncc3)SC2)c1	.	-10	.	-17	-2	-21	-0.7	12	-4	-5
39	O=C(Nc1nc(-c2ccc(Br)cc2)cs1)c1cccnc1	3	0	11	2	8	-1	0.0	-56	4	-6
40	COc1ccccc1OCC(=O)Nc1ccc(S(=O)(=O)N2CCCC2)cc1	1	-7	8	9	-10&-7	2	0.4	1	-14	7

# Remaining list, next part.
no.	mol	3CLpro inhibitor	Anthrax LF inh2	VHR inh abs	BoNT F protease	PriA SSB inh	PrPC TRFRET	BoNT A protease	MazF activator	CCHF vOTU inh	Rv3671c inh
41	COc1ccc(C(=S)N2CCC(C(N)=O)CC2)cc1Br	7	-6	20	-2	7	0	-1.7	7	6	-7
42	O=C(CCn1cnc2ccccc2c1=O)Nc1ccc(S(=O)(=O)N2CCCCC2)cc1	-1	1	4	-2	-13	13	0.3	5	18	-2
43	O=c1[nH]c(CSc2ncn[nH]2)nc2ccccc12	5	0	-2	0	-17	-2	-0.3	8	0	-3
44	COc1ccccc1N1CCN(/N=C/c2c(C)nn(-c3ccccc3)c2C)CC1	-6	-3	3	-8	.	4	-0.3	-2	2	5
45	Cc1c(Br)c([N+](=O)[O-])nn1CC(=O)Nc1cccc2nonc12	2	0	6	-17	4	14	0.1	6	12	-4
46	CCOC(=O)c1cnc2nc(C)nn2c1N	7	-5	6	1	-7	-2	-1.0	-23	-6	8
47	CN(CCC#N)C(=O)c1cc2c(s1)-c1ccccc1SC2	0	-3	19	11	-1	-3	-1.8	6	-22	-10
48	C=CCn1c(SC(C)C(=O)Nc2ccc(Cl)cn2)nnc1C1CC1 (configuration not stated)	.	.	.	.	.	-4	.	1	9	3

# The list continues.
no.	mol	3CLpro inhibitor	Anthrax LF inh2	VHR inh abs	BoNT F protease	PriA SSB inh	PrPC TRFRET	BoNT A protease	MazF activator	CCHF vOTU inh	Rv3671c inh
49	O=c1[nH]c(SCc2nc3ccccc3n2Cc2ccccc2)nc2ccccc12	5	2	8	-5	-19	1	0.3	4	18	-4
50	Cc1c(Nc2cc(=O)oc3ccccc23)c(=O)n(-c2ccccc2)n1C	-1	8	9	-7	-2	6	-0.6	-11	3	-5
51	COc1ccc(C(=O)COC(=O)c2sc(C)nc2C)cc1OC	.	-6	.	2	7	-2	0.5	-2	12	-8
52	Cc1ccc(S(=O)(=O)N(C)[C@H]2C[C@H]3c4[nH]c5ccccc5c4CCN3C[C@H]2[C@H](C)O)cc1	.	-8	.	8	.	-3	0.5	.	0	.
53	CCn1c(CC(=O)Nc2ccc(C)cc2)nnc1SCC(=O)Nc1nc(C)cs1	1	-5	38	-16	0	-2	-1.5	0	9	-3
54	CCOC(=O)CN(c1ccccn1)S(=O)(=O)c1ccccc1	-2	-2	21	-6	-25	-1	0.4	10	-2	1
55	CC(C)C(=O)N[C@@H]1c2ccccc2CC[C@H]1OCc1ccccc1	.	-4	.	-5	11	8	-0.8	-7	0	.
56	COc1ccc2[nH]c(C(=O)N/N=C/c3ccccc3OC)cc2c1	-2	0	6	-9	.	0	-3.1	22	14	-11
57	CCn1cc(C(=O)NCCCN2CCCC(C)C2)c(=O)c2cc(S(=O)(=O)N3CCc4ccccc4C3)ccc21 (configuration not stated)	1	-3	6	-4	-8	-4	0.2	16	-4	4
58	Cc1c(-c2ccc(Cl)cc2)[n+](=O)c2c(n1[O-])CCCC2	-5	-5	20	?	-8	-7	-2.9	-4	-2	4

# An excerpt from above, reduced to PrPC TRFRET:
entry	canonical_smiles	PrPC TRFRET
53	CCn1c(CC(=O)Nc2ccc(C)cc2)nnc1SCC(=O)Nc1nc(C)cs1	-2
54	CCOC(=O)CN(c1ccccn1)S(=O)(=O)c1ccccc1	-1

# Shown with one line to a screen: entries from further up
(53) CCn1c(CC(=O)Nc2ccc(C)cc2)nnc1SCC(=O)Nc1nc(C)cs1
(54) CCOC(=O)CN(c1ccccn1)S(=O)(=O)c1ccccc1
(55) CC(C)C(=O)N[C@@H]1c2ccccc2CC[C@H]1OCc1ccccc1
(56) COc1ccc2[nH]c(C(=O)N/N=C/c3ccccc3OC)cc2c1

assay / entry | 53 | 54 | 55 | 56
3CLpro inhibitor | 1 | -2 | . | -2
Anthrax LF inh2 | -5 | -2 | -4 | 0
VHR inh abs | 38 | 21 | . | 6
BoNT F protease | -16 | -6 | -5 | -9
PriA SSB inh | 0 | -25 | 11 | .
PrPC TRFRET | -2 | -1 | 8 | 0
BoNT A protease | -1.5 | 0.4 | -0.8 | -3.1
MazF activator | 0 | 10 | -7 | 22
CCHF vOTU inh | 9 | -2 | 0 | 14
Rv3671c inh | -3 | 1 | . | -11

# High-throughput results (PubChem)
